RXFP1 antagonist = blocks the human relaxin receptor RXFP1; Q9HBX9; HEK293-RXFP1, relaxin-stimulated cAMP HTRF, 30 min; active compounds read low; activity change, negative = inhibition, % at 57.5 µM; actives 0.59% (n = 350,000);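 active means activity change of -60% or lower, but not beyond a set lower limit; inconclusive means change between -60% and -40%, or beyond the set limit; inactive means change above -40%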; further: on the % scale 0 is the no-effect control and ±100 the full control effect
Target sequence (Q9HBX9 whole entry, looked up): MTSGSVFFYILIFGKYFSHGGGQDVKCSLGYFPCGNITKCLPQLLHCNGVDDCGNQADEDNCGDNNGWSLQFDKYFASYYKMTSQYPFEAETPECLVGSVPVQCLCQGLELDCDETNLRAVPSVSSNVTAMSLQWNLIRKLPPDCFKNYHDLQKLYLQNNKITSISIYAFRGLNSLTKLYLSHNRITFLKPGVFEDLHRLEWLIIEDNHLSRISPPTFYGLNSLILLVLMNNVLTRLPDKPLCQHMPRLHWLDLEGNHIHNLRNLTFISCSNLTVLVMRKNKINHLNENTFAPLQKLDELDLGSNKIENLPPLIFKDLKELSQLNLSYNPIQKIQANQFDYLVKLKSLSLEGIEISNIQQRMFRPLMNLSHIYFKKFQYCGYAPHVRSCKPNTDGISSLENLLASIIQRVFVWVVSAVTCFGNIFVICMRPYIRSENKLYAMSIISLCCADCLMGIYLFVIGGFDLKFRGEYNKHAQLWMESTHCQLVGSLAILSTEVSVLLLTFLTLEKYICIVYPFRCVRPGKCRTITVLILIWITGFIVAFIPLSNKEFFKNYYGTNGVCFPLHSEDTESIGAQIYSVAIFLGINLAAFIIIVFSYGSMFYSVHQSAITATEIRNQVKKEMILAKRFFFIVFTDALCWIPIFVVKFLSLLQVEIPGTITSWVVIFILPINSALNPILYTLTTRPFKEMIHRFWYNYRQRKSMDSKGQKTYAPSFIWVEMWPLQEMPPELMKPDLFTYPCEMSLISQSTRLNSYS
RXFP1 ag = RXFP1 (human) receptor agonism; actives 0.3% (n = 370,000); AID 2676; HEK293T-RXFP1 cAMP TR-FRET, 30 min; response scale: percent of porcine relaxin response, buffer zero; Potency, µM (series often up to 57.5 µM), for inactives: top-dose activation, usual class: activators; Q9HBX9; further: potency means the concentration at half of the fitted maximal effect; on the % scale 0 is the no-effect control and ±100 the full control effect; nearly all actives have a fitted effect of over 60% in size; many of its hits are not listed in these tables
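HEK293 cells stably expressing RXFP1, treated 30 min at 37C with compounds plus PDE4 inhibitor Ro 20174; cAMP measured by HTRF TR-FRET. Normalized to buffer and 29 nM porcine relaxin; EC50 by Hill fit.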
Vif-APOBEC3F blk = blocks the Vif interaction with APOBEC3F; HeLa A3F-eYFP + Vif (tagged APOBEC3F with the HIV-1 protein that degrades it), YFP fluorescence increase; Potency, µM (top dose mostly 46.1 µM), inactives show top-dose activity, negative = active; actives 0.2% (n = 390,000); further: potency means the concentration at half of the fitted maximal effect; % of control where 0% means no effect; nearly all actives have a fitted effect of over 65% in size
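HeLa cells stably expressing A3F-eYFP plus Vif, plated and incubated overnight at 37 deg C, then exposed to compounds overnight at 37 deg C. Blocked degradation read as raised yellow fluorescence (Ex 488/Em 500-530).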
D1 ag = activates the human D1 dopamine receptor. P21728. HEK293 T-REx D1 cells, calcium flux, agonist mode. activation, % at 2 µM. actives 1% (n = 360,000). AID 504660; in the data active means activation above about 30%; further: 0% is about no effect
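Inducible HEK293 T-REx D1 cells, force-coupled to calcium signalling, were plated at 4000 cells/well with tetracycline and held overnight at 30 C. After no-wash calcium dye loading, compound-evoked calcium rise over 180 s flagged agonists.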
D1 PAM = potentiators of human D1 dopamine receptor. P21728. HEK293 TREx D1 cells, calcium flux, dopamine EC20 potentiation. potentiation, % at 10 µM. actives 0.036% (n = 360,000). AID 504651; in the data active means potentiation above about 30%; further: 0% is about no effect
Vif-A3G inh = inhibitors of Vif-APOBEC3G interaction | HeLa A3G-eYFP + Vif (tagged APOBEC3G with the HIV-1 protein that degrades it), YFP fluorescence, overnight | Potency, µM (series often up to 46.1 µM), without a hit: at the top dose activity, negative = active, actives largely listed as inhibitors | actives 0.076% (n = 410,000);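 further: potency means the concentration at half of the fitted maximal effect; on the % scale 0 is the no-effect control and ±100 the full control effect; nearly all actives have a fitted effect of over 60% in size; hits raise eYFP signal because A3G escapes Vif-driven loss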
Target sequence (Q9HC16 whole entry, looked up): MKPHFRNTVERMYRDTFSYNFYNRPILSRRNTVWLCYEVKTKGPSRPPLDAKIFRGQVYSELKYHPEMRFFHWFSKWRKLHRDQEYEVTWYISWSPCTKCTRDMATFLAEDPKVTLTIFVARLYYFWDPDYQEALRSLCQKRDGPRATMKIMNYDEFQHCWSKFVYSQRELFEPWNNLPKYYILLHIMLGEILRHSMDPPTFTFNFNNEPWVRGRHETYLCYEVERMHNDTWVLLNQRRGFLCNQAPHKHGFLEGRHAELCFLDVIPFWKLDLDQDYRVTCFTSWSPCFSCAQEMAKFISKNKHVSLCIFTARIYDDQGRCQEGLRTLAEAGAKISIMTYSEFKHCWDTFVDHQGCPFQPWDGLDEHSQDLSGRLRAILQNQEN
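Read-out is eYFP fluorescence (Ex 488/Em 500-530) from Vif-expressing HeLa A3G-eYFP cells; more signal means A3G escaped Vif-mediated degradation. Cells plated overnight, compound pinned in, incubated overnight at 37 deg C.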
D2 PAM = D2 dopamine receptor (human) potentiation; P14416; potentiation, % at 10 µM; actives 0.34% (n = 340,000); HEK293 T-REx D2, calcium flux, EC20 dopamine potentiation;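 active means potentiation over 3 SD above the plate norm, cut at about 30% in these data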; further: 0% is about no effect
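Tetracycline-induced HEK293 T-REx cells force-coupled to calcium signalling expressed D2; compounds were pin-added after a 10 s baseline, read kinetically 180 s, then an EC20 dopamine challenge followed with a further 180 s calcium read.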
GRP78 ERSR act = inducers of ER stress response in human glioma cells; AID 602332; actives 0.02% (n = 420,000); Potency, µM, for the others: at the highest dose activation, hits mostly activators; U87-MG GRP78 promoter luciferase reporter, 16 h; further: potency means the concentration at half of the fitted maximal effect; series mostly up to about 76 µM; % of control where 0% means no effect; nearly all actives have a fitted effect of over 35% in size
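Stably transfected U87-MG glioma cells carrying a GRP78-based luciferase sensor; 16 h compound incubation. Luminescence end-point read 10 min after Bright-Glo addition at room temperature.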
D1 antagonist = blocks dopamine activation of the human D1 receptor. activity change, negative = inhibition, % at 10 µM. HEK293 TREx D1 cells, calcium flux, dopamine EC80; active compounds read low. P21728. actives 3.2% (n = 360,000). AID 504652; in the data active means activity change below about -30%; further: on the % scale 0 is the no-effect control and ±100 the full control effect
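Tetracycline-induced HEK293 T-REx cells with force-coupled D1 receptor were loaded with a no-wash calcium dye. Compound was added after a 10 s baseline and read kinetically for 180 s; EC80 dopamine was then added and calcium flux followed another 180 s.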
The depositor's hits bear a star; ? = inconclusive; · = no result given; & = joins results of further samples. Unless noted, the call rests on the fitted dose curve; in most records, active means well fitted curve in the direction sought with a large enough effect; inconclusive means small, poorly fitted or top-dose-only effect, or another doubt; inactive means no such curve, though single readings can be large; an effect the other way counts as inactive or inconclusive. Not all compounds are listed (hit frequency here may not be typical).

SMILES	RXFP1 antagonist	RXFP1 ag	Vif-APOBEC3F blk	D1 ag	D1 PAM	Vif-A3G inh	D2 PAM	GRP78 ERSR act	D1 antagonist
CCc1ccc2occ(CC(=O)Nc3ccccc3C(F)(F)F)c2c1	-11	-1.1%	3%	22	-2	1%	-3	0%	10
COc1ccc(F)cc1S(=O)(=O)n1cnc2ccccc21	-3	2.5%	-4%	0	-15	-4%	1	-5%	-6
COc1ccc(OC)c(S(=O)(=O)NCCO)c1	-1	-1.2%	8%	2	-4	-1%	·	-6%	-13
COc1ccc(C(=O)Cn2nc(CNc3ccc(Br)cc3)[n+]3c2CCCCC3)cc1	-17	-1.4%	1%	5	0	-2%	12	-9%	-4
Cc1ccc(S(=O)(=O)NC(C)(C)CSc2nncn2N)cc1	-10	-0.1%	1%	0	-6	-8%	-4	-1%	-12
Cc1cc(=O)oc2cc(OC(C)C(=O)NCC3CCC(C(=O)O)CC3)c(Cl)cc12 (centres undefined)	·	2.3%	-1%	1	-2	2%	-5	-1%	-4
OC(Cc1cccnc1)c1ccccc1 (centres undefined)	-5	·	12%	·	·	0%	·	-1%	·
Cc1c(C#N)c2ccccc2n1CCOc1ccccc1F	2	1.4%	2%	5	-7	-3%	-5	-1%	0
CCCCNC(=O)C(C#N)c1nc2ccccc2nc1N1CCCC1 (centres undefined)	·	2.1%	·	1	-6	·	11	·	-9
CCOc1cc(C(=O)Nc2ccc(S(=O)(=O)NC3=NCCCCC3)cc2)cc(OCC)c1OCC	9	-0.3%	2%	-2	1	-13%	-10	-2%	4
CC(C)CN(C(=O)COC(=O)c1ccc(-c2ccccc2)cc1)C1CCS(=O)(=O)C1 (centres undefined)	-9	-0.5%	-1%	7	0	1%	0	1%	-7
CCOc1c(Cl)cc(CNc2ccc(N3CCCC3)cc2)cc1OC	-75*	0.1%	-13%	1	6	?	-2	-6%	5
COc1ccc([C@H]2N[C@]3(CCCN(Cc4ccc(F)cc4)C3=O)[C@H]3C(=O)N(Cc4ccccc4)C(=O)[C@@H]23)cc1	3	·	-9%	·	·	-4%	·	-6%	·
CCCCn1nnnc1SCC(=O)Nc1ccc(C)cc1	2	-1.8%	-15%	1	-2	5%	5	4%	5
CCOc1ccc(NC(=O)C2=C(C)C(=O)OC23CCC(C)CC3)cc1 (centres undefined)	-5&-7	0.9%&2.2%	8%	3&4	0	-10%	0&0	-1%	-10&1

Whole records, looked up by structure. Values in the order: RXFP1 antagonist | RXFP1 ag | Vif-APOBEC3F blk | D1 ag | D1 PAM | Vif-A3G inh | D2 PAM | GRP78 ERSR act | D1 antagonist
OC(Cc1cccnc1)c1ccccc1 (centres undefined) reads -5 | · | 12% | · | · | 0% | · | -1% | ·
COc1ccc(C(=O)Cn2nc(CNc3ccc(Br)cc3)[n+]3c2CCCCC3)cc1 reads -17 | -1.4% | 1% | 5 | 0 | -2% | 12 | -9% | -4

Two successive compounds out of the list so far, for reference:
SMILES	RXFP1 antagonist	RXFP1 ag	Vif-APOBEC3F blk	D1 ag	D1 PAM	Vif-A3G inh	D2 PAM	GRP78 ERSR act	D1 antagonist
CCCCNC(=O)C(C#N)c1nc2ccccc2nc1N1CCCC1 (centres undefined)	·	2.1%	·	1	-6	·	11	·	-9
CCOc1cc(C(=O)Nc2ccc(S(=O)(=O)NC3=NCCCCC3)cc2)cc(OCC)c1OCC	9	-0.3%	2%	-2	1	-13%	-10	-2%	4

Carrying on.
SMILES	RXFP1 antagonist	RXFP1 ag	Vif-APOBEC3F blk	D1 ag	D1 PAM	Vif-A3G inh	D2 PAM	GRP78 ERSR act	D1 antagonist
O=C(OCc1ccc(Cl)c(Cl)c1)c1ccccn1	-3	1.6%	-3%	0	2	-6%	-1	0%	-2
CCn1cc(CNC(=O)CC2C(=O)NCCN2CC(c2ccccc2)c2ccccc2)cn1 (centres undefined)	5	1.5%	-2%	1	-3	-2%	9	0%	-24
CCN(CC)C(=O)c1[nH]cnc1C(=O)N[C@@H](Cc1ccccc1)C(=O)OC(C)(C)C	·	0.3%	-5%	0	0	1%	-4	-4%	5
CS(=O)(=O)c1cnc2c(-c3ccsc3)cnn2c1N	10	1.1%	4%	1	-2	-6%	·	6%	2
Cc1c(-c2ccc(Br)cc2)nc2ccccn12	1	2.8%	1%	7	-7	-18%	-3	1%	-25
CCCSc1nc(O)c(C2OC(=O)c3c2ccc(OC)c3OC)c(=O)n1C (centres undefined)	-5	4.1%	-4%	4	8	0%	-2	-5%	-18
CC(=O)c1ccc(NC(=O)CN2CCC(C(=O)c3ccc4c(c3)OCCO4)CC2)cc1	-6	4.5%	-6%	4	-6	-1%	·	-4%	-4
CCN(CC(=O)Nc1c(F)cccc1F)C(=O)c1cc(S(=O)(=O)N(C)C)ccc1N1CCCC1	-14	-0.6%	-5%	-1	-5	-1%	-9	-2%	9
COc1cc(-c2nn3c(-c4cccc(C)c4)nnc3s2)cc(OC)c1OC	5	2.7%	-6%	3	2	-1%	2	-2%	8
COCCn1nnnc1C(c1cccc(C(F)(F)F)c1)N1CCOCC1 (centres undefined)	5	0.1%	-8%	0	-5	-2%	5	-2%	-42*
CCS(=O)(=O)n1nc(-c2ccco2)nc1SC	-2	0.0%	4%	0	1	-3%	16	-7%	-1
CCC(C)Sc1nc2c(cnn2-c2ccc(C)cc2)c(=O)[nH]1 (centres undefined)	·	-1.3%	2%	1	-5	-1%	3	-5%	-5
Cn1c(N)c(C(=O)COC(=O)C2CCN(S(=O)(=O)c3cccs3)CC2)c(=O)n(C)c1=O	-13	11%	-21%	3	4	3%	7	-4%	-2
Cc1ccc(C2=NN(C(=O)CSc3nc(N)cc(N)n3)C(c3ccco3)C2)cc1 (centres undefined)	-20	0.7%	-9%	1	6	3%	-8	-2%	-2
Cc1ccc(CSc2nnc(SCC(=O)N/N=C/c3ccc(C(=O)O)cc3)s2)cc1	-13	-1.4%	-15%	2	0	6%	-2	-11%	-10
CC1CC(C)CN(CCCNC(=O)c2nn(C)c3c2CS(=O)(=O)c2ccccc2-3)C1 (centres undefined)	14	0.8%	3%	-1	0	6%	-11	-7%	-42*
O=c1c2ccccc2nc(/C=C/c2ccccc2)n1CCc1ccccc1	24	0.9%	1%	4	7	2%	11	-2%	16
CCc1noc(C)c1C(=O)N1CCCC(CCC(=O)NCc2cccc(OC)c2)C1 (centres undefined)	-3	-0.7%	-19%	0	-1	4%	7	-2%	5
Nc1cc(N)nc(SCc2ccc(Cl)cc2)n1	0	2.5%	-18%	3	2	2%	16	5%	-15
CCN(CC)S(=O)(=O)c1cccc(NC(=O)CSc2nnc(N)s2)c1	11	29%	-14%	3	-6	3%	6	-2%	-2
O=C(c1ccc(Br)o1)N1CCN(c2ccccn2)CC1	1	1.1%	-8%	3	-1	1%	13	1%	-5
COc1ccc(C(=O)NNC(=O)c2ccc3ccccc3n2)cc1	-11	0.9%	-2%	1	-2	?	-1	?	-14
Cc1cc2c(o1)CC(C)(C)CC2=O	-8	0.5%	12%	1	-2	0%	-15	-1%	0
C[C@@H]1CN([C@@H](C)CO)C(=O)c2cc(NC(=O)C3CCCCC3)ccc2O[C@@H](C)CCCCO[C@H]1CN(C)S(=O)(=O)c1ccc(Cl)cc1	-11	·	-7%	·	·	-7%	·	-6%	·
COc1cccc(C(=O)NN/C(C)=C/C(=O)C(F)(F)C(F)(F)C(F)(F)F)c1	?	-0.2%	-12%	3	-4	-6%	-3	2%	-19
CCN(CC)S(=O)(=O)c1cccc(-c2nnc(SC(C)C(N)=O)n2CCc2ccccc2)c1 (centres undefined)	7	-0.2%	2%	0	-5	-5%	18	-2%	-15
COc1ccc(-n2c(=O)c3c(c4cc(OC)ccc4n3C)n(CC(=O)NCC3CCCO3)c2=O)cc1 (centres undefined)	·	2.5%	-7%	3	3	6%	·	-1%	-14
Cc1noc(C)c1CSc1nc2sc3c(c2c(=O)n1C)CCCC3	12	3.9%	-10%	0	-3	-4%	3	-3%	3
COc1cccc(C(=O)/C=C/c2ccc(N3CCCCC3)c([N+](=O)[O-])c2)c1	12	-0.1%	-7%	-1	-9	-14%	1	4%	7
CCOC(=O)c1cc(-c2ccc(C)cc2)n(CCC(=O)Nc2nc3c(C)cccc3s2)c1C	·	-1.3%	2%	0	-3	0%	-6	2%	20
Cc1cccc(NC(=O)Cn2c(=O)ccc3cc(S(=O)(=O)N4CCCC4)ccc32)c1C	·	-1.0%	-6%	1	-3	-3%	-2	-3%	1
COC(=O)c1cc(Br)cn1S(=O)(=O)c1ccccc1	4	0.2%	-9%	3	5	-2%	-7	-3%	-2
O=C(O)COc1ccc2c(c1)O/C(=C\c1ccco1)C2=O	7	-1.1%	-9%	0	-2	7%	-2	-4%	6
COC(=O)C1=C(C)NC(=O)C1(NC(=O)c1cccnc1)C(F)(F)F (centres undefined)	-4	-0.3%	-19%	1	0	0%	12	-4%	0
O=C(O)c1cc(S(=O)(=O)Nc2cccc(Oc3ccccc3)c2)ccc1Br	-1	-0.5%	6%	2	3	1%	39*	2%	-7
COc1ccc(C#Cc2cnc3c(c2)C(=O)N([C@H](C)CO)C[C@H](C)[C@@H](CN(C)C(=O)Nc2cccc(OC)c2)O3)cc1	3	·	3%	·	·	2%	·	-1%	·
COc1ccc(S(=O)(=O)N[C@H](C(=O)O)C(C)C)cc1	-12	0.7%	1%	1	-4	0%	-1	1%	-22
CCc1nc2nc(C)c(NS(=O)(=O)c3ccc(CC(C)C)cc3)c(=O)n2[nH]1	3	-2.4%	0%	1	3	-3%	-4	-8%	19
Cc1cccc(N2CCN(C(=O)COc3ccc4c(C)cc(=O)oc4c3C)CC2)c1C	13	-0.1%	0%	4	3	3%	39*	17%	11
CC(=O)C1C(c2ccc3ncccc3c2)NC(=O)NC1(O)C(F)(F)F (centres undefined)	-25	0.8%	1%	0	-2	-3%	4	-3%	-9
CCc1cc(-c2nnn(CCC3COCCO3)c2CC)ccc1-c1cn(CCc2c[nH]c3ccccc23)nn1 (centres undefined)	2	·	2%	·	·	0%	·	-9%	·
O=C(NCCc1ccccc1)c1cc2ccccc2oc1=O	-2	3.8%	1%	4	-3	0%	-5	5%	-14
CCOc1ccc(OCCC(=O)Nc2ccc(F)cc2C)cc1	-9	1.9%	-14%	12	1	-1%	9	-6%	5
CCOC(=O)CSc1nnc(CNC(=O)c2cccc(C)c2)n1-c1ccccc1OC	-2	-1.7%	-8%	0	-5	1%	-3	-5%	33

From PubChem
